Bioassay records: PubChem, National Center for Advancing Translational Sciences (NCATS)
KCNH2 3.1 inh = blocks the human KCNH2 3.1 channel isoform; activity change, % (tested at about 1.8 µM); 0.95% of 340,000 active; U2OS KCNH2 3.1, thallium flux FluxOr; active compounds read low; AID 720553;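 active means maximum activity change below -70%; inconclusive means maximum activity change from -70% to -50%; inactive means maximum activity change above -50%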;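 further: thallium influx rate constant from kinetic fluorescence after stimulation buffer; on the % scale 0 is the no-effect control and ±100 the full control effect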
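Measured as rate of thallium-driven FluxOr signal in transduced U2OS cells carrying the 3.1 channel, read kinetically for 2 min upon stimulation; values are rate constants scaled to DMSO control wells.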
RORg inh = ROR gamma (mouse) transcription inhibition. P51450. Drosophila S2 Gal4-RORgamma UAS-luciferase reporter, 20 h. Potency, µM (titrated, usually from 53.6 µM), inactives show top-dose activity change, negative = inhibition, most hits filed as inhibitors. 5.4% of 310,000 active; further: potency means the concentration at half of the fitted maximal effect; on the % scale 0 is the no-effect control and ±100 the full control effect; nearly all actives have a fitted effect of over 60% in size
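Schneider cells (Drosophila), stable Gal4 DBD–ROR gamma + UAS-luc; 1 hr cmpd preincubation; Cu2+ induction 700 uM final; 20 hr ambient; luminescence.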
NPC1 prom act = activators of NPC1 promoter. Huh7 NPC1 promoter luciferase reporter, 24 h. Potency, µM (highest dose often 9.22 µM), without a hit: at the top dose activation, actives largely listed as activators. 2.4% of 320,000 active;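 further: potency means the concentration at half of the fitted maximal effect; % of control where 0% means no effect; nearly all actives have a fitted effect of over 60% in size; reporter is driven by a mutant NPC1 promoter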
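Huh7 reporter cells (NPC1 promoter driving luciferase) are dosed with compound for 24 h at 37 °C, 5% CO2; luciferase detection reagent is then added and luminescence measured after 10 min at ambient temperature.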
PKM2 activator = activators of human pyruvate kinase M2; P14618; purified PKM2, Kinase-Glo ATP luminescence, activation; response scale: 0% is enzyme alone, no compound; Potency, µM (series often up to 57.5 µM), for the others: top-dose activation, actives largely listed as activators; 0.34% of 260,000 active; AID 1631; further: potency means the concentration at half of the fitted maximal effect; on the % scale 0 is the no-effect control and ±100 the full control effect; nearly all actives have a fitted effect of over 55% in size
Target sequence (P14618 whole entry, looked up): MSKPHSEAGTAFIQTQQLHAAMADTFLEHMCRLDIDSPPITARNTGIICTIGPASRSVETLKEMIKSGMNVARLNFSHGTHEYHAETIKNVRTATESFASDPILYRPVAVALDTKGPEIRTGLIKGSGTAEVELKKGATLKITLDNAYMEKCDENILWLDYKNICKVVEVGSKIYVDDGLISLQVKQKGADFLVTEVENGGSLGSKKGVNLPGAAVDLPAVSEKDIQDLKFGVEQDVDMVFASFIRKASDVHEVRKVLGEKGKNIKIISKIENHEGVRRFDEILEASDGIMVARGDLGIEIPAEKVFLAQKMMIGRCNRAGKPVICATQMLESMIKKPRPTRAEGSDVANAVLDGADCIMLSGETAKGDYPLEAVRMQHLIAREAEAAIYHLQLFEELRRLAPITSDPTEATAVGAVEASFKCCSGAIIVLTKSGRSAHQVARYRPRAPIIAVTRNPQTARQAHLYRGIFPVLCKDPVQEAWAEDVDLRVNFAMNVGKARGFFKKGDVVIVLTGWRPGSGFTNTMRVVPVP
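Purified hPK-M2 (>95% pure) converted ADP (0.1 mM final) to ATP with 0.5 mM PEP in 50 mM imidazole pH7.2, KCl, MgCl2, Tween 20, BSA; 1 h at room temperature. ATP detected by Kinase-Glo luminescence.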
Mito fusion act = inhibitors of mitochondrial division or activators of mitochondrial fusion | Potency, µM (series often up to 46.1 µM), inactives show top-dose growth rescue (activation), most hits filed as activators | 0.23% of 320,000 active | S. cerevisiae fusion-defective mutant growth rescue, CellTiterGlo 48 h;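 further: potency means the concentration at half of the fitted maximal effect; % of control where 0% means no effect; nearly all actives have a fitted effect of over 45% in size; temperature-sensitive fusion mutants such as fzo1-1 at 37 °C on non-fermentable ethanol glycerol medium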
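Growth-rescue viability read-out: after 48 h at the non-permissive 37C in glycerol/ethanol YPEG, yeast mitochondrial fusion mutants are measured by CellTiterGlo luminescence; compounds (23 nl pinned per well) restoring growth score as division inhibitors or fusion activators.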
Menin-MLL TR inh = menin-MLL binding inhibition, Texas Red mutant peptide. O00255. Menin + Texas Red MLL mutant peptide, fluorescence polarization. Potency, µM (top dose mostly 61.6 µM), for inactives: at the top dose FP activity change, negative = inhibition, actives largely listed as inhibitors. 0.23% of 270,000 active; active means well fitted inhibition curve with a large enough effect in the polarisation, with a control signal flat, not every such curve was filed as active; inconclusive means small, poorly fitted or top-dose-only effect, or effect the other way, or a change in a side signal; inactive means no such curve, though single readings can be large or run the other way; the % refers to the polarisation; further: potency means the concentration at half of the fitted maximal effect; % of control where 0% means no effect; many of its hits are not listed in these tables
FLuc modulator = counter-screen for miR-21 project: firefly luciferase inhibitors or activators. purified FLuc, Km substrates, luminescence inhibition. Potency, µM (highest dose often 57.5 µM), for the others: top-dose activity change, negative = inhibition, actives largely listed as inhibitors. 6.9% of 360,000 active;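 further: potency means the concentration at half of the fitted maximal effect; plate controls were vehicle for no effect and reference inhibitor for full effect; nearly all actives have a fitted effect of over 55% in size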
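Purified P. pyralis luciferase (10nM final) with 10uM D-luciferin and 10uM ATP (Km levels) in 50mM Tris acetate pH 7.5, 10mM Mg acetate, 0.01% Tween-20, 0.05% BSA; qHTS 6-point titration, ~60 µM downward; luminescence read.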
ELG1 repair inh = ELG1-dependent DNA repair inhibition | 2.3% of 330,000 active | HEK293T ELG1-luciferase reporter, luminescence, 16 h; DNA damage induced by 5-fluorouridine | Potency, µM (series often up to 46.1 µM), without a hit: top-dose activity change, negative = inhibition, hits mostly inhibitors; further: potency means the concentration at half of the fitted maximal effect; on the % scale 0 is the no-effect control and ±100 the full control effect; nearly all actives have a fitted effect of over 55% in size
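HEK293T cells expressing luciferase-tagged ELG1 (2,000/well) received 5-Fluorouridine plus compound or DMSO for 16 hr at 37 °C. Luciferase was read by ONE-Glo luminescence after 30 min at room temperature.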
MBNL1-CUG inh = inhibitors of human MBNL1 binding to CUG repeat RNA; AID 2675; Q9NR56; TR-FRET MBNL1-His/biotin-(CUG)12 binding, 665/545 ratio; Potency, µM (series often up to 57.5 µM), for inactives: at the top dose activity change, negative = inhibition, hits mostly inhibitors; 0.036% of 280,000 active; active means well fitted inhibition curve with a large enough effect in the signal ratio, with a control signal flat, not every such curve was filed as active; inconclusive means small, poorly fitted or top-dose-only effect, or effect the other way, or a change in a side signal; inactive means no such curve, though single readings can be large or run the other way; the % refers to the signal ratio; further: potency means the concentration at half of the fitted maximal effect; on the % scale 0 is the no-effect control and ±100 the full control effect
Target sequence (Q9NR56 whole entry, looked up): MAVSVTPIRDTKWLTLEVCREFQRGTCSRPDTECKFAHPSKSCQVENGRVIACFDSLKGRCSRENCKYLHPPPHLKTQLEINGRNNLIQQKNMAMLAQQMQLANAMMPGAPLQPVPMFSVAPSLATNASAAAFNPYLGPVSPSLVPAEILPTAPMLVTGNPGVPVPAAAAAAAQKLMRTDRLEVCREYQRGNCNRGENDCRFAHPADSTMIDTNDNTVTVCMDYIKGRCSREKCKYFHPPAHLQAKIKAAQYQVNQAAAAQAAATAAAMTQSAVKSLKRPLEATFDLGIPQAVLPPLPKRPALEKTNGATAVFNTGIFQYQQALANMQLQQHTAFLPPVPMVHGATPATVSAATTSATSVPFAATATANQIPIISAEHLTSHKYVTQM
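His-tagged MBNL1 binding to biotinylated (CUG)12 RNA was measured by TR-FRET using terbium anti-His antibody (0.055 ng/ul final) and streptavidin-XL665 (5 nM final). Compounds were titrated 92 nM to 58 uM; 60 min at room temperature.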
Rab9 promoter act = activates the Rab9 promoter; Huh7 Rab9 promoter-luciferase reporter, luminescence, 24 h; Potency, µM (highest dose often 9.22 µM), without a hit: at the top dose activation, negative = inhibition, most hits filed as activators; 2.8% of 320,000 active; AID 485297; further: potency means the concentration at half of the fitted maximal effect; % of control where 0% means no effect; nearly all actives have a fitted effect of over 60% in size
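Using Huh7 cells stably transfected with Rab9 promoter–luciferase, compounds were incubated 24 h at 37 °C, 5% CO2; luciferase luminescence was read 10 min after reagent addition.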
Gal4-VP16 FLuc = inhibits Gal4-VP16 luciferase reporter, ROR gamma counter-screen; Drosophila S2 Gal4-VP16 UAS-luciferase, luminescence, 20 h; Potency, µM (titrated, usually from 53.6 µM), for inactives: top-dose activity, negative = inhibition, usual class: inhibitors; 3.5% of 310,000 active;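 further: Gal4-VP16 expression switched on by copper sulfate through the metallothionein promoter; potency means the concentration at half of the fitted maximal effect; on the % scale 0 is the no-effect control and ±100 the full control effect; nearly all actives have a fitted effect of over 50% in size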
Active calls of the source: *; ? = inconclusive; / = no result given; [ ] = dose if it differs, or a comment. Unless noted, the call rests on the fitted dose curve; in most records, active means well fitted curve in the direction sought with a large enough effect; inconclusive means small, poorly fitted or top-dose-only effect, or another doubt; inactive means no such curve, though single readings can be large; an effect the other way counts as inactive or inconclusive. Only part of the results is shown. The share of hits here may be higher or lower than overall.

SMILES	KCNH2 3.1 inh	RORg inh	NPC1 prom act	PKM2 activator	Mito fusion act	Menin-MLL TR inh	FLuc modulator	ELG1 repair inh	MBNL1-CUG inh	Rab9 promoter act	Gal4-VP16 FLuc
CC(=O)C1=C(O)C(=O)N(c2cccc(C(=O)O)c2)C1c1ccc(F)cc1 (stereo unspecified)	5	?	-2%	8%	-11%	-18%	1%	?	-11%	-1%	18%
COc1ccc2c(c1OC)C[N+]1([O-])CCc3cc4c(cc3C1C2)OCO4 (stereo unspecified)	0	-18%	2%	-13%	-8%	/	0%	14%	-4%	-7%	-2%
CCN(C(=O)CSc1nc2ccc(OC)cc2[nH]1)c1c(N)n(Cc2ccccc2)c(=O)[nH]c1=O	7	/	2%	/	-5%	/	-2%	10%	/	-5%	/
COc1ccccc1-c1noc(CSc2nc(N)cc(=O)[nH]2)n1	-19	-20%	1%	-9%	0%	4%	0%	10%	?	-9%	6%
Cc1ccc(C(C)(C)C)c(OCCN2CCCC2)c1	2	1%	-6%	7%	-1%	-25%	0%	-8%	-11%	-3%	-5%
c1ccc(C2=Nc3ccccc3NC(c3ccccc3)C2)cc1 (stereo unspecified)	-20	?	5%	-9%	-2%	?	?	?	?	5%	-4%
CCc1nc2oc(C(=O)c3ccccc3)c(N)c2c2c1COC(C)(C)C2	-1	28%	0%	0%	4%	1%	3%	-6%	-5%	0%	-18%
Cc1nc2sc(C(c3ccccc3)N3CCN(CCO)CC3)c(O)n2n1 (stereo unspecified)	7	0%	-5%	0%	-2%	/	7%	-4%	10%	-1%	1%
COc1ccc(OCC(=O)NNC(=O)c2cccc(S(=O)(=O)N(C)C)c2)cc1	3	8%	1%	11%	1%	3%	-1%	18%	-12%	2%	-7%
CC(C)(C)c1ccc(/C=N/NC(=O)c2ccccn2)cc1	5	10µM*	0.32µM*	-13%	-1%	-18%	0.38µM*	?	16%	0.89µM*	-24%
Cc1nn(CCCC(=O)Nc2nccs2)c(C)c1[N+](=O)[O-]	-24	-20%	0%	3%	-4%	6%	-2%	0%	1%	3%	1%
Cc1ccccc1CSCc1nc2ccccc2[nH]1	-5	?	3%	-12%	13%	34%[activator]	?	26%	?	2%	-15%
Cc1cnc(NC(=O)COc2cccc3c2OC(C)(C)C3)s1	18	-11%	-2%	-3%	0%	16%	-4%	26%	-6%	-1%	0%
COc1ccc([N+](=O)[O-])cc1NC(=O)C(C)Sc1ccc(C)cc1 (stereo unspecified)	-9	-1%	3%	-17%	23%	1%	-14%	?	-21%	0%	-12%
CCN1CCN(CCOc2ccccc2OCc2ccccc2)CC1	3	-17%	-5%	0%	-4%	15%	3%	8%	20%	-2%	-1%
Cc1ccc(S(=O)(=O)NCc2ccc(C(=O)NCc3cccnc3)cc2)cc1	/	1%	-1%	-3%	1%	-5%	5%	7%	-1%	-2%	3%
COc1ccccc1N1CCN(Cc2ccc(OC)c(OC)c2OC)CC1	-14	12%	-3%	9%	-5%	-3%	-1%	?	-3%	2%	-4%
Cc1c(OCc2ccc(C(=O)O)cc2)ccc2c(-c3ccccc3)cc(=O)oc12	0	36%	0%	2%	-18%	/	?	-4%	-4%	2%	4%
O=C(OCc1ccc([N+](=O)[O-])cc1)c1ccccn1	0	3%	2%	-29%	5%	22%	-1%	7%	?	-1%	3%
O=C(Cc1ccc(S(=O)(=O)N2CCCC2)s1)N1CCN(c2ccccc2)CC1	15	-16%	-3%	1%	-1%	16%	-3%	-12%	-8%	1%	9%
COc1ccccc1CCN1CCCC(CN(C)Cc2ccc(OCCO)cc2)C1 (stereo unspecified)	-18	-1%	-1%	6%	-7%	-13%	4%	-2%	-7%	-4%	3%
Cc1ccc(C)c(N2CCN(c3ccc([N+](=O)[O-])cn3)CC2)c1	-8	-4%	-5%	/	15%	57%[activator]	1%	0%	-7%	-2%	-6%
CCOC(=O)Nc1nc(C)c(C(=O)N(C)C)s1	-8	-26%	-1%	-1%	-2%	20%	3%	17%	-3%	-9%	7%
Cc1cccc2nc(-c3ccco3)c(Nc3ccc4c(c3)OCO4)n12	3	-21%	-1%	15%	0%	-16%	?	9%	16%	0%	-13%
CC(=O)c1ccc(N2CCN(C(=O)c3cc4c(C)nc5ccccc5c4o3)CC2)cc1	22	-27%	-4%	/	-2%	0%	2%	?	-3%	-7%	-16%
CCOC(=O)Cc1csc(NC(=O)COc2cc(C)cc(C)c2)n1	0	28%	-4%	-1%	5%	-2%	-1%	1%	-2%	-12%	-1%
CCCCCC(=O)N/N=C/c1cc(Br)c(O)c(OC)c1	1	?	-4%	0%	?	-3%	-3%	-8%	15%[11.5 µM]	2%	?
CCn1c(=O)c2c(nc3n2CCCN3CCc2ccccc2)n(C)c1=O	-28	2%	-8%	13%	3%	-22%	-1%	?	-7%	-8%	-2%
COc1ccc([C@H]2CC(=O)C=C(c3cccc(NC(C)=O)c3)C2)cc1	/	/	10%	/	0%	/	-1%	-18%	/	-2%	/
O=CN1CCN(CC(O)Cn2c3ccccc3c3ccccc32)CC1 (stereo unspecified)	6	-6%	0%	7%	1%	2%	1%	-4%	0%	1%	-8%
Cc1cc(NC(=O)COc2ccc(Cl)cc2Cl)n(-c2ccccc2)n1	/	-7%	-2%	0%	-4%	-13%	0%	?	2%	10%	-8%
CSCCC(NC(=O)c1ccco1)C(=O)OCC(=O)Nc1ncc(Cl)c(C)c1Cl (stereo unspecified)	-2	22%	-1%	-3%	-1%	-2%	4%	-5%	-8%	-4%	-4%
CNC(=O)NC(=O)Cn1nc2n(c1=O)-c1ccccc1SC2	-4	5%	0%	-5%	1%	/	-1%	10%	-1%	-6%	0%
O=C(NC1CCCCC1)c1nn2c(C(F)(F)F)cc(-c3ccco3)nc2c1Br	4	-18%	0%	6%	0%	?	6%	?	2%	-7%	-1%
C=CCNC(=O)N1CCCC(C(=O)c2cccc(OC(C)C)c2)C1 (stereo unspecified)	8	1%	?	-2%	9%	?	17µM*	?	-1%	3.5µM*	-2%
COc1ccc(C(=O)NCC(=O)Nc2ccccc2)cc1OC	4	0%	1%	-24%	4%	-16%	5%	8%	-12%	9%	-11%[0.365 µM]
Fc1ccc(/C=C\c2nccc3c2[nH]c2ccccc23)cc1	?	1.8µM*	20%	-4%	3%	?	5.4µM*	-7%	3%	18%	?
COc1ccc2c(C(=O)c3ccc(C)cc3)n(CCC(N)=O)[n+]([O-])c2c1	23	1%	-2%	0%	2%	6%	-1%	9%	20%	0%	?
N#Cc1cc(-c2ccccc2)nnc1Oc1ccccc1Cl	6	-16%	-5%	0%	0%	-8%	3%	3%	4%	-10%	-10%
Nc1nc(NC(=O)CCCC(=O)O)nn1-c1ccccc1	-16	16%	-2%	2%	-2%	0%	-1%	12%	-2%	0%	5%
C/C=C/C(=O)OCC(=O)Nc1ccc(C)c(S(=O)(=O)N(C)C)c1	9	18%	-1%	-5%	10%	1%	-7%	20%	1%	2%	1%
O=C1OCCN1C(=O)[C@H]1[C@H](c2ccc([N+](=O)[O-])cc2)C(c2ccccc2)=NN1c1ccccc1	-10	5%	/	/	/	?	/	14%	/	/	-3%
CC(=O)c1cccc(NC(=O)c2csc(-n3nc(C)cc3C(F)(F)F)n2)c1	1	-5%	0%	0%	3%	-12%	-3%	-29%	?	-3%	-10%
COc1cccc(NC(=O)CN(C)S(=O)(=O)/C=C/c2ccccc2)c1	1	/	-7%	/	9%	/	0%	-2%	/	-11%	/
COc1cc(C(=O)O)c([N+](=O)[O-])c(OC)c1OC	14	8%	-1%	-33%	2%	/	-10%	10%	-20%	-1%	4%
CCOc1ccc(S(=O)(=O)NCc2ccncc2)cc1	3	0%	-29%	2%	-3%	2%	-1%	?	2%	-33%[inhibitor]	2%
O=C(COC(=O)c1ccc([N+](=O)[O-])o1)c1ccccc1	7	-39%	0%	-3%	-2%	26%	-9%	13%	?	-1%	-15%
COc1cccc(N2C(=O)c3ccncc3C2=O)c1	7	3%	-3%	0%	0%	4%	2%	-4%	?	2%	-4%
COc1ccc(CCNC(=O)Cn2cnc3c(nnn3Cc3ccc(C)cc3)c2=O)cc1OC	3	29%	-7%	-1%	-4%	2%	1%	-19%	-9%	2%	-2%
